# Screening data as filed in PubChem.
# IL-2 act = activators of IL-2; IL-2 activation reporter assay, cell-based qHTS; stimulated with anti-CD3/CD4/CD28 beads; in transgenic mouse T cells; activation, % (series mostly up to about 46 µM); 360,000 compounds, 0.065% hits; AID 652025; in the data active = activation above about 50%; inconclusive = mostly about 30% to 49%; also: 0% is about no effect
#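 Unstimulated transgenic mouse T cells; 60-min compound exposure; bead-based TCR/CD4/CD28 stimulation; 18 h culture, 37 degrees C; dual fluorescence (EGFP, DsRed) plate cytometry.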
# PI5P4K alpha inh = inhibitors of human PI5P4K alpha; P48426; PI5P4Kalpha enzyme, ADP-Glo luminescence, 60 min; active compounds read low; max response, %; 330,000 compounds, 1.2% hits; AID 652105; active = max response of -50% or lower; inconclusive = between -30% and -50%; inactive = -30% or higher; also: value at the top dose of about 77 µM; % is scaled to controls: 0 for no effect and ±100 for the full control effect
#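 Controls without substrate or without enzyme flank wells where PI5P4Kalpha converts substrate using 5 microM ATP (final). Incubation lasts 60 minutes at room temperature; ADP formed is read by ADP-Glo luminescence.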
# GLP-1R agonist = GLP-1 receptor (human) agonism | HEK293 GLP-1R CRE-luciferase, luminescence, 4-6 h; cells express a hypersensitive GLP-1R form | Potency, µM (top dose mostly 45.6 µM), without a hit: at the top dose activation, usual class: activators | 380,000 compounds, 0.007% hits; also: potency is read from the fitted curve at half-maximal effect; % of control where 0% means no effect
# GLP-1R inv ag = inverse agonists of human GLP-1 receptor; P43220; 410,000 compounds, 1.6% hits; AID 624417; HEK293 GLP-1R CRE-luciferase, luminescence, 24 h; GLP-1R form is constitutively active; Potency, µM (highest dose often 38.3 µM), inactives show at the top dose activity change, negative = inhibition, most hits filed as inhibitors; also: potency is read from the fitted curve at half-maximal effect; % is scaled to controls: 0 for no effect and ±100 for the full control effect; nearly all actives have a fitted effect of over 55% in size
#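 HEK293 cells stably co-expressing a cAMP-responsive luciferase reporter and constitutively active GLP-1R were seeded, incubated 12 h, then exposed to compounds for 24 h at 37 C. Luminescence was read 12 min after detection reagent; inverse agonists lower signal.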
# GLP1R cytotox = cytotoxicity in counter-screen for GLP-1R inverse agonists; AID 624418; Potency, µM (highest dose often 38.3 µM), without a hit: top-dose activity change, negative = inhibition, usual class: inhibitors; 410,000 compounds, 0.13% hits; HEK293 cAMP-luciferase reporter cells, luminescence, 24 h;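 also: loss of luciferase light is scored as toxicity; potency is read from the fitted curve at half-maximal effect; % is scaled to controls: 0 for no effect and ±100 for the full control effect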
#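 Luminescence readout: signal drop marks cytotoxicity. Plated cells grew 12 h at 37 °C, 5% CO2, received 23 nL compound for 24 h, then got luciferase reagent, read after 12 min at RT.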
# PLK1 PBD inh = inhibitors of human PLK1 polo-box domain binding; P53350; Plk1 PBD binding of FITC phosphopeptide, fluorescence polarization; Potency, µM, inactives show max response, negative = inhibition, hits mostly inhibitors; 360,000 compounds, 2.8% hits; AID 720504; also: potency is read from the fitted curve at half-maximal effect; series mostly up to about 57 µM; % is scaled to controls: 0 for no effect and ±100 for the full control effect; nearly all actives have a fitted effect of over 65% in size
# Target sequence (P53350 whole entry, looked up, the tested form may be a part): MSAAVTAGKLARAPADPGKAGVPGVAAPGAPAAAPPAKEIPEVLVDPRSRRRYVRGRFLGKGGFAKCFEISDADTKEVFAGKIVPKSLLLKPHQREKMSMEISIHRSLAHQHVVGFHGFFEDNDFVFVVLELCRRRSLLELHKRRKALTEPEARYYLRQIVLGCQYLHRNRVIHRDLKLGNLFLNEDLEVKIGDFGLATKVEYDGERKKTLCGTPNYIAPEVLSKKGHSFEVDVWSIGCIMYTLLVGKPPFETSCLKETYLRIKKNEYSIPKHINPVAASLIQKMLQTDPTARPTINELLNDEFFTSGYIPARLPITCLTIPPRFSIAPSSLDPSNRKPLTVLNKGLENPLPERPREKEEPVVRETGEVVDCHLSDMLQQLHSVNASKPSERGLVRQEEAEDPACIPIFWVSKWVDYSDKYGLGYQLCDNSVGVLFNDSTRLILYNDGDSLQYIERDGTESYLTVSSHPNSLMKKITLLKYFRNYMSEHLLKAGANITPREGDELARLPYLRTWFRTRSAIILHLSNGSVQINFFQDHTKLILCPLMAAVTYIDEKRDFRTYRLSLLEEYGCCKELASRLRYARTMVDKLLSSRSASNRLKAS
# D3 ag = D3 dopamine receptor (human) agonism; D3R DiscoveRx beta-arrestin cells, luminescence, 90 min; max activation, %; 410,000 compounds, 0.58% hits; in the data active = max activation above about 30%; also: 0% is about no effect; mostly tested at two doses, the higher about 12 µM
# Target sequence (P35462 whole entry, looked up): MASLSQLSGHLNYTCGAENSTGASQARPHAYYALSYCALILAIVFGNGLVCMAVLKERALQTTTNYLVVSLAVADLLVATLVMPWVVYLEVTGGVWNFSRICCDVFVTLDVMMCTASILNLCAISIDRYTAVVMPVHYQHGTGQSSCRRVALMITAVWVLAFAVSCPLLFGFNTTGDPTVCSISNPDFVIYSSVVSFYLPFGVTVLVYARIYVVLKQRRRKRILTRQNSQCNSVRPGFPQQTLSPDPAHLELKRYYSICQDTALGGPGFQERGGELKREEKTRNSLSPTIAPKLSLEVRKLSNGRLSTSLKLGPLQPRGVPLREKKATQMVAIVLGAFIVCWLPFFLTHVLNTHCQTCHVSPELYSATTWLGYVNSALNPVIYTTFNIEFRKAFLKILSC
#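 Agonist-mode cell screen: cells plated at 1500/well and incubated overnight at 37 °C, then exposed to library compounds for 90 min at 37 °C. Detection reagent was added for 30–60 min at room temperature, and luminescence was read.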
# D3 antag = blocks the human D3 dopamine receptor | AID 652054 | P35462 | D3R cells, DiscoveRx beta-arrestin luminescence, antagonist mode; active compounds read low | max response, negative = inhibition, % | 360,000 compounds, 2.5% hits; in the data active = max response below about -50%; inconclusive = no clear call, values can overlap the other calls; also: % is scaled to controls: 0 for no effect and ±100 for the full control effect; mostly tested at two doses, the higher about 12 µM
#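 Cells plated overnight at 1500 cells/well, then exposed to library compounds with dopamine controls for 90 minutes at 37 degrees C. DiscoveRx reagent added for 30–60 minutes at room temperature; luminescence read, quantitative HTS format.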
# WRN inhibitor = WRN helicase (human) inhibition. Q14191. WRN helicase unwinding, fluorescent forked duplex, kinetic. Potency, µM (top dose mostly 114 µM), inactives show top-dose activity change, negative = inhibition, hits mostly inhibitors. 360,000 compounds, 0.46% hits. AID 651768; also: potency is read from the fitted curve at half-maximal effect; % is scaled to controls: 0 for no effect and ±100 for the full control effect; nearly all actives have a fitted effect of over 55% in size
#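 Enzyme (20 nM final) and test compound sit together 15 min at room temperature before substrate addition. Substrate is a single-forked duplex oligonucleotide (100 nM) labelled with fluorophore and quencher, with 2 mM ATP; helicase unwinding raises red fluorescence, read kinetically.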
# * marks the source's active call; other numbers are inactive results; ? = inconclusive; nt = not tested or not shown; [ ] = another dose, or the depositor's remark. Unless noted, calls follow the shape of the dose curve; as a rule, active = well fitted curve in the direction sought with a large enough effect; inconclusive = small, poorly fitted or top-dose-only effect, or another doubt; inactive = no such curve, though single readings can be large; an effect the other way counts as inactive or inconclusive.
SMILES,IL-2 act,PI5P4K alpha inh,GLP-1R agonist,GLP-1R inv ag,GLP1R cytotox,PLK1 PBD inh,D3 ag,D3 antag,WRN inhibitor
CCOC(=O)C1(Cc2cccc(Cl)c2)CCCN(C(=O)CN2C(=O)CSC2=O)C1 (configuration not stated),-0.8,-4,8%,-21%,-11%,-5%,3,5,-12%
O=C(Cn1nnc(-c2cccs2)n1)NCc1cccs1,-0.5,-3,8%,3%,-1%,-8%,4,11,6%
CCCc1nc2sc3c(c2c(=O)n1NC(=O)c1ccco1)CC(C)(C)OC3,0.0,5,1%,-27%,1%,-10%,1,9,-18%[57.1 µM]
CC1CCC2(CC1)Nc1ccccc1C(=O)N2c1ccccc1 (configuration not stated),0.0,7,2%,-23%,-2%,-8%,10,-11,9%
Cc1ccnc(NC(=O)CC(c2ccccc2)c2ccccc2)n1,0.0,0,-6%,-14%,-19%,-1%,5,1,8%
Cn1c2ccccc2c2ncn(CCC3=CCCCC3)c(=O)c21,-1.0,-11,27%,-5%,-14%,-7%,1,3,12%
O=C(CSc1nnc(NC(=O)C2CC2)s1)NCc1ccc(F)cc1,-3.4,-4,-16%,1%,-1%,-12%,-23,?,-29%
O=C(Nc1cccc(OC(F)(F)F)c1)[C@@H]1O[C@H](CO)[C@H](O)[C@H](O)[C@H]1O,-0.3,7,3%,20%,0%,-5%,2,28,2%
O=C(CSc1nnnn1-c1ccc(Cl)cc1)N1CCc2ccccc2C1,-0.9,nt,3%,0%,-12%,-12%,0,7,-7%
CCOc1ccc(/C(O)=C2/C(=O)C(=O)N(c3nc(C)c(C)s3)C2c2ccco2)cc1 (configuration not stated),0.5,-3,-5%,12%,-1%,-23%,5,7,-10%
COc1ccc(C(=O)c2oc3ccc(OC)cc3c2NC(C)=O)cc1,1.3,-1,3%,-6%,3%,0%,10,7,-16%
Cc1nn(CC(=O)N2CCc3ccccc32)c(C)c1S(=O)(=O)NC(C)(C)C,-3.9,0,0%,2%,1%,0%,-9,-8,-8%
Cc1cccnc1NC(=O)c1cccc(S(=O)(=O)N2CCCc3ccccc32)c1,-0.8,3,7%,-29%,-16%,-7%,5,-16,3%
Cc1cc(=O)[nH]c(SCC2COC3(CCCCC3)O2)n1 (configuration not stated),-1.0,nt,-2%,0%,3%,-4%,-4,20,6%
COC(CN(C)C(=O)c1ccc2c(c1)NC(=O)c1ccccc1S2)OC,1.1,1,-5%,18%,-24%,-7%,0,-1,-3%
Cc1ccc(CNc2oc(COc3ccccc3Cl)nc2C#N)cc1,-0.5,16,3%,-28%,65%[activator],-3%,-12,-16,-7%
CN(C)CCCn1cnc2c1c(=O)[nH]c(=O)n2Cc1ccccc1,-3.8,1,-7%,12%,2%,-4%,-2,-11,-4%
COc1ccc(C(=O)NCCS(=O)(=O)NCCc2ccccc2)cc1,-0.5,-2,24%,-16%,-7%,-10%,-1,10,-6%
COc1cccc(CNn2c(-c3cccc(C)c3)nc3ccccc3c2=O)c1,-0.7,nt,4%,?,-19%,-4%,11,8,-8%[57.1 µM]
NS(=O)(=O)c1cccnc1Nc1cccc(Cl)c1,0.2,27,2%,-23%,0%,1%,-2,1,-2%
O=C(/C=C/c1cccc([N+](=O)[O-])c1)c1cccs1,-2.0,-1,8%,?,?,-29%,-14,-58*,-30%
CCOC(=O)C1=C(C)N(c2ccc(OC)cc2)C(=O)/C1=C\c1cccs1,-0.1,3,-1%,-8%,2%,-20%,72*,-20,3%
Cc1c(-c2ccccc2)sc(Br)c1C(=O)N1CCOCC1,-3.5,2,2%,?,-5%,-4%,1,-2,8%
COC(=O)c1ccc(CNC(=O)C(Cc2ccccc2)NC(=O)c2ccccc2)cc1 (configuration not stated),-3.6,-5,-5%,10%,5%,1%,1,29,7%
COc1ccc(CN(C)c2ncnc(N)n2)cc1,0.2,3,24%,48%[activator],71%[activator],-1%,3,-9,-2%
# New compounds follow:
SMILES,IL-2 act,PI5P4K alpha inh,GLP-1R agonist,GLP-1R inv ag,GLP1R cytotox,PLK1 PBD inh,D3 ag,D3 antag,WRN inhibitor
Nc1c(-c2ccccc2)sc2ccc3ccccc3[n+]12,-1.2,1,-5%,?,-28%,?,-3,-5,-8%
O=C(COC(=O)c1ccc2c(c1)OCCO2)Nc1cc(Cl)ccc1Cl,-0.9,-2,-5%,9%,-22%,0%,0,-7,1%
COC1=Cc2c(ccc3ccc(=O)oc23)OC1(C)C,-1.8,0,7%,0%,-10%,0%,0,47,0%
CSCCC1(C(=O)O)NC(c2ccccc2O)C2C(=O)N(C(C)C)C(=O)C21 (configuration not stated),0.0,?,1%,-3%,-28%,?,-7,48,1%
COc1cccc(Oc2cn[nH]c2-c2ccc(OC)cc2O)c1,0.3,7,20%,?,-28%,1%,-1,-27,-11%
COc1cc(NC(=O)CCc2nnc3ccc(N4CCC(C)CC4)nn23)cc(OC)c1,-2.4,-10,-4%,1%,-7%,-4%,-7,-10,-1%
Cc1ccccc1NC(=O)c1ccc2nc(N3CCOCC3)sc2c1,-2.9,-6,13%,30%,?,-10%,-1,0,-5%
O=C(NC1CCCC1)c1c[nH]c2ccc(S(=O)(=O)Nc3cccc(C(F)(F)F)c3)cc2c1=O,nt,nt,-5%,?,-7%,nt,-13,nt,nt
O=C(O)CSc1c2c(nc3cc(C(=O)Nc4cccc(C(F)(F)F)c4)ccc13)CCC2,0.5,?,-3%,?,-13%,?,-2,-10,-14%[11.6 µM]
CCOC(=O)C1CCN(S(=O)(=O)c2ccc(-c3ccc(=O)[nH]n3)o2)CC1,1.8,-10,-4%,14%,-8%,-10%,-4,-14,5%
O=Cc1ccc(C(=O)O)cc1,1.0,0,-1%,4%,-3%,-9%,0,1,2%
COC(=O)c1[nH]c2ccc(C)cc2c1NC(=O)CN1CCN(C(=O)c2ccccc2)CC1,-0.9,-3,0%,-32%,?,-1%,2,-18,-5%
CCOC(=O)c1nnn(-c2nonc2N)c1CS(=O)(=O)c1ccccc1,-0.5,6,1%,0%,7%,-13%,-2,-4,-14%
CCc1nc2c(OCCC3CCCCC3)cccn2c1N(C)C(=O)C1CC1,-0.4,-2,5%,?,-4%,-9%,-20,-66*,-1%
CC(C)C[C@@]12C(=O)N(c3cccc(F)c3)C(=O)N1[C@H](c1ccc(Cl)cc1)[C@@H]1C(=O)N(C3CCCCC3)C(=O)[C@@H]12,0.3,1,-6%,?,-17%,-6%,-13,1,8%
CN(C)c1ccc(-c2n(C)c3ccccc3[n+]2C)cc1,-1.3,nt,-5%,?,?,-5%,6,-11,1%
CN(CC(=O)Nc1cccc(F)c1)C(=O)COc1ccc2c(c1)CCC2,1.1,-4,-3%,?,6%,0%,-7,-8,7%
CCOC(=O)c1c(C)[nH]c(C)c1C(=O)COC(=O)/C=C/c1cccc(C(F)(F)F)c1,1.9,1,17%,?,1%[1.53 µM],8%,0,-7,-19%[57.1 µM]
O=C(CN1CCc2ccccc2C1)NCC(=O)Nc1ccc(F)cc1,-0.5,3,1%,-21%,17%,-1%,-6,2,4%
O=C1S/C(=C\C=C\c2ccco2)C(=O)N1c1ccccc1,-1.9,-50*,0%,62%[activator],0%,-25%,-11,11,-25%
CCc1ccc(S(=O)(=O)Nc2ccc(Cl)cn2)cc1,0.5,3,-4%,-20%,4%,-14%,-2,-3,6%
Cc1ccc(S(=O)(=O)N2CCN(CC(=O)N/N=C\c3ccccn3)CC2)cc1,-1.1,2,-1%,6%,-5%,2%,-1,-10,0%
CC(C)(C)c1ccc(NC(=O)CNC2CCCc3ccccc32)cc1 (configuration not stated),0.6,-7,18%,?,11%,-3%,-11,-7,-5%
CCNC(=O)c1ccccc1SCC(=O)Nc1ccc(F)cc1,-2.5,-68*,9%,13%,12%,9.5µM*,4,7,-22%
CCOc1ccccc1NC(=O)CS(=O)(=O)c1cn(CC(=O)N2CCOCC2)c2ccccc12,1.3,-2,0%,-8%,0%,-4%,3,15,4%

# Ordered by heavy-atom count (low to high): part of the list above
SMILES,IL-2 act,PI5P4K alpha inh,GLP-1R agonist,GLP-1R inv ag,GLP1R cytotox,PLK1 PBD inh,D3 ag,D3 antag,WRN inhibitor
CCNC(=O)c1ccccc1SCC(=O)Nc1ccc(F)cc1,-2.5,-68*,9%,13%,12%,9.5µM*,4,7,-22%
Cc1ccnc(NC(=O)CC(c2ccccc2)c2ccccc2)n1,0.0,0,-6%,-14%,-19%,-1%,5,1,8%
COc1cc(NC(=O)CCc2nnc3ccc(N4CCC(C)CC4)nn23)cc(OC)c1,-2.4,-10,-4%,1%,-7%,-4%,-7,-10,-1%
COC(=O)c1[nH]c2ccc(C)cc2c1NC(=O)CN1CCN(C(=O)c2ccccc2)CC1,-0.9,-3,0%,-32%,?,-1%,2,-18,-5%

# Remaining list, next part.
SMILES,IL-2 act,PI5P4K alpha inh,GLP-1R agonist,GLP-1R inv ag,GLP1R cytotox,PLK1 PBD inh,D3 ag,D3 antag,WRN inhibitor
CNS(=O)(=O)c1cc(N)ccc1C,0.6,10,0%,39%[activator],16%,-9%,3,-10,-3%
COc1cc(C)ccc1OCCOCCOc1c(C)cc(C)cc1Br,-5.2,18,0%,?,2%,-3%,5,0,-3%
Cc1ccc(N2CC(C(=O)Nc3cccc(F)c3)CC2=O)cc1 (configuration not stated),1.5,nt,-1%,-15%,6%,-6%,-16,-10,-6%
COc1ccc(CC(=O)Cc2ccc(OC)c(OC)c2)cc1OC,-2.2,2,12%,43%[activator],11%,-1%,-5,-7,-1%
COC(=O)Cn1cnc2sc(C)c(S(=O)(=O)N3CCN(c4ccccc4OC)CC3)c2c1=O,0.3,-5,4%,-8%,0%,-8%,-5,2,-6%
CCNS(=O)(=O)c1ccc(NC(=O)c2ccccc2SCCOC)cc1,0.0,-9,11%,29%,6%,-1%,2,-9,7%
Cc1cc(-c2n[nH]c(=S)n2/N=C/c2sccc2C)n[nH]1,-0.3,5,-3%,24%,-5%,-7%,-5,-28,-25%[57.1 µM]
COc1ccc(C(=O)NCCS(=O)(=O)NCc2cccs2)cc1,1.0,2,12%,6%,-12%,-9%,-5,9,3%
COc1ccc(S(=O)(=O)Nc2ccc(N3CCOCC3)cc2)cc1Br,-1.9,7,-1%,-27%,8%,-11%,-3,-11,3%
